Htt clearance: clearance of mutant huntingtin inclusions, primary screen, imaging, HeLa Exon1htt(103Q)mCFP, confocal imaging. aggregate imaging; zero = plate's median compound well. hit rate 0.42% among 47,000. inhibition, % at 1.5 µM;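 active = inhibition of aggregate fluorescence above about 70%, also judged a hit by eye on the cell image, limit read from the data, passing the limit was not always enough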;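 note: cells exposed to compound for three days before fixation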
Htt clearance grain fraction: also measured in Htt clearance; calls as there; fraction fluorescence in grains; measured here: aggregate grain fluorescence fraction; hits give low values;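 scaled fraction of total cell fluorescence in grains with unit not stated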
Starred values were filed as active, the others as inactive. An excerpt. The share of hits here may be higher or lower than overall.

Preview (6 entries):
No.	molecule	Htt clearance	Htt clearance grain fraction
1	COc1cc(NC(=O)CN(C)S(=O)(=O)c2ccc(C)cc2)cc(OC)c1	-116	39
2	Cc1cc(C)c(C2C(C#N)=C(N)Oc3n[nH]c(C)c32)cc1CN1CCCC1 (stereo unspecified)	-64	32
3	CCOC(=O)CSc1nnc(CNc2cccc(Cl)c2)n1C	46	9.8
4	CCn1c(C(=O)N2CCC(C(=O)NCCCSC3CCCCC3)CC2)cc2sccc21	4	43
5	c1ccc(-c2nnc(CSc3nnc(-c4cccs4)o3)o2)cc1	-1	31
6	Cc1cccnc1NC(=O)COc1ccc2oc3c(c2c1)CCCC3	0	18

This part in full, previewed entries included:
No.	molecule	Htt clearance	Htt clearance grain fraction
1	COc1cc(NC(=O)CN(C)S(=O)(=O)c2ccc(C)cc2)cc(OC)c1	-116	39
2	Cc1cc(C)c(C2C(C#N)=C(N)Oc3n[nH]c(C)c32)cc1CN1CCCC1 (stereo unspecified)	-64	32
3	CCOC(=O)CSc1nnc(CNc2cccc(Cl)c2)n1C	46	9.8
4	CCn1c(C(=O)N2CCC(C(=O)NCCCSC3CCCCC3)CC2)cc2sccc21	4	43
5	c1ccc(-c2nnc(CSc3nnc(-c4cccs4)o3)o2)cc1	-1	31
6	Cc1cccnc1NC(=O)COc1ccc2oc3c(c2c1)CCCC3	0	18
7	CC(=O)C1=C(C)NC(SCC(=O)c2ccccc2)=C(C#N)C1c1ccco1 (stereo unspecified)	47	20
8	O=C(Oc1oc(-c2ccco2)nc1C=Nc1ccccc1)c1ccco1	-22	25
9	COc1cc(OC)cc(C(=O)Nc2ccccc2NC(C)=O)c1	1	22
10	Cc1nc2ccccc2nc1SCC(=O)N1CCC(C)CC1	20	30
11	Cc1cc(SCC(=O)N2CCCC2)nc2ccccc12	5	35
12	COC(=O)c1[nH]c2ccccc2c1NC(=O)CN1CCCCCC1	-4	21
13	Cc1ccc2nc(Cc3ccc(N)cc3)oc2c1	-12	25
14	CCOc1ccc2c(c1)c1nnc(SCC3CCCO3)nc1n2C (stereo unspecified)	1	33
15	Cc1ccc(Cn2c(S(=O)(=O)O)nc3ccccc32)cc1	-44	54

Compounds 9 through 13, quoted:
No.	molecule	Htt clearance	Htt clearance grain fraction
9	COc1cc(OC)cc(C(=O)Nc2ccccc2NC(C)=O)c1	1	22
10	Cc1nc2ccccc2nc1SCC(=O)N1CCC(C)CC1	20	30
11	Cc1cc(SCC(=O)N2CCCC2)nc2ccccc12	5	35
12	COC(=O)c1[nH]c2ccccc2c1NC(=O)CN1CCCCCC1	-4	21
13	Cc1ccc2nc(Cc3ccc(N)cc3)oc2c1	-12	25

Additional compounds.
No.	molecule	Htt clearance	Htt clearance grain fraction
16	CCOC(=O)C1CCN(S(=O)(=O)c2c(C)n(C)c(=O)n(C)c2=O)CC1	19	27
17	COc1cc(C(=O)N2CCC(NC(=O)C(Cc3ccc(C(C)C)cc3)NC(C)=O)CC2)cc(OC)c1OC (stereo unspecified)	-6	42
18	CCN(CC)CCCNC(=O)c1sc2nc(-c3ccc(F)cc3)cn2c1C	-61	28
19	CC1(C)CC(CC(=O)Nc2ccccn2)C(=O)O1 (stereo unspecified)	-59	30
20	O=C(Nc1ncccn1)c1cccs1	18	28
21	Cc1ccccc1C(=O)Oc1ccccc1C(=O)N1CCOCC1	-57	30
22	CC(Oc1ccc(Cl)cc1Cl)C(=O)Nc1ncccn1 (stereo unspecified)	28	28
23	CCc1noc(N)c1C(=O)Nc1ccc(F)c(Cl)c1	42	23
24	CCS(=O)(=O)c1ccc(C(=O)Nc2cccc(Cl)c2)c(Cl)c1Cl	-35	29
25	CCC1(C)Cc2ccccc2-c2nc(NCCO)n(-c3ccccc3)c(=O)c21 (stereo unspecified)	-107	35
26	COc1ccc(NC(=O)N(CCN2CCCC2)Cc2cc3cc(OC)c(OC)cc3[nH]c2=O)cc1	4	18
27	Cc1ccc(N2C(=O)c3n[nH]c(C)c3C2c2ccco2)cc1 (stereo unspecified)	-2	18
28	O=S(=O)(CCN1CCN(C(c2ccccc2)c2ccccc2)CC1)C(F)(F)F	-11	19
29	c1cc(-n2cnnn2)ccc1NC1=NCCC1	-5	39
30	O=C(NCC(=O)N(Cc1ccco1)C(C(=O)NC1CCCC1)c1cccnc1)c1ccco1 (stereo unspecified)	-34	24

Going on with the list.
No.	molecule	Htt clearance	Htt clearance grain fraction
31	Cn1cc(C(=O)c2ccc(F)cc2)cc1-c1nc2ccccc2n1C	-28	59
32	O=C1CN(C(=O)CC2c3ccccc3-c3ccccc32)CC(=O)N1	-34	26
33	COc1ccc(NC(=O)C(NS(=O)(=O)c2ccc3c(c2)CCCN3C(C)=O)C(C)C)c(OC)c1 (stereo unspecified)	-5	39
34	COC(=O)Cn1c2[n+](c3ccccc31)CC(O)CS2 (stereo unspecified)	19	15
35	N#Cc1nc(Cc2cccc3ccccc23)oc1NCc1ccc(F)cc1	-16	40
36	CC1=C(C(=O)Nc2cccnc2)C(c2ccccn2)n2nnnc2N1 (stereo unspecified)	19	28
37	COc1ccc(NC(=O)CN(C)C(=O)c2ccc(C)s2)cc1	9	37
38	CS(=O)(=O)N(CC(=O)NCc1ccc(Cl)cc1)C1CCCCC1	-49	28
39	COc1ccc([N+](=O)[O-])cc1NCc1ccccc1C	3	37
40	C=C(C)CSc1nnc(CCNC(=O)OC(C)(C)C)o1	-63	33
41	Cc1ccc(CNC(=O)C(C)OC(=O)c2cccs2)cc1 (stereo unspecified)	-44	54
42	O=C1CN(C(=O)CN2CCOCC2)C(c2ccccc2)c2cc(Br)ccc2N1 (stereo unspecified)	11	43
43	CC(C)Oc1ccc2c3c(c(=O)oc2c1)CCC3	-72	35
44	COc1nc(OC)nc(N2CCC(NC(=O)C(Cc3ccc(C(C)C)cc3)NC(C)=O)CC2)n1 (stereo unspecified)	0	46
45	O=C1/C(=C/c2cccc(F)c2)CSc2sccc21	-24	47

The list continues.
No.	molecule	Htt clearance	Htt clearance grain fraction
46	O=C(CCCC(=O)N(CC(=O)NC1CCCC1)C1CCCC1)Nc1ccccn1	-66	34
47	COc1ccc(NCc2nnc(SCC(=O)Nc3cc(C)cc(C)c3)o2)cc1	23	16
48	CC(CN1CCCCC1)OC(=O)c1ccc(Cl)cc1 (stereo unspecified)	-34	27
49	Cc1ccc(NC(=O)NCC(c2cccnc2)N2CCOCC2)cc1 (stereo unspecified)	1	37
50	O=C(NCc1ccco1)c1cc2ccc(O)cc2oc1=O	57	8.5
51	CCOC(=O)c1ccc(N2C(=O)CC(N(C)CCc3ccc(OC)c(OC)c3)C2=O)cc1 (stereo unspecified)	28	12
52	Cc1cc(S(=O)(=O)Nc2cc(C)c(O)c(C)c2)c(C)s1	-26	26
53	C=CCSc1nnc(-c2nnc(SCC=C)n2CC)n1CC	-19	51
54	COC(=O)C1CCN(C(=O)c2ccc(NC(C)=O)cc2)CC1	19	30
55	CC(=O)c1ccc(NC(=O)CSCCO)cc1	-12	18
56	COc1ccc(CCNC(=O)c2ccncc2)cc1OC	-39	27
57	O=C(NCc1cn2ccccc2n1)c1ccco1	7	44
58	COC(=O)c1cccc(NC(=O)c2ccc(S(=O)(=O)N3CCN(C)CC3)cc2)c1	58	8.8
59	Cn1cc(SCC(=O)Nc2nc3ccccc3s2)c2ccccc21	2	19
60	CCCn1c(NC(=O)c2ccccc2)nc2ccccc21	-64	34

Remaining list, next part.
No.	molecule	Htt clearance	Htt clearance grain fraction
61	CCN(c1ccc(C)c(C)c1)S(=O)(=O)c1ccc2c(c1)CCN2C(=O)CCC(=O)O	11	17
62	CCC(OC(=O)c1cccs1)C(=O)NC1CCCCC1 (stereo unspecified)	23	16
63	CN1C(=O)CC(N2CCN(c3ncccn3)CC2)C1=O (stereo unspecified)	-52	31
64	COc1ccccc1-c1ccc(Nc2cccc(C(C)=O)c2)nn1	-26	25
65	CN(C1CCCCC1)S(=O)(=O)c1ccc(NC(=O)C2CCCCC2C(=O)O)cc1 (stereo unspecified)	-9	20
66	Cc1ccccc1Cn1nnc(C(=O)Nc2cccc(C)c2C)c1N	6	35
67	COCc1n[nH]c(=S)n1-c1cccc2ccccc12	0	35
68	Cc1ccccc1Nc1nc(-c2sc(NC(=O)c3ccco3)nc2C)cs1	20	31
69	Clc1cc(Cl)c2nc(N3CCOCC3)sc2c1	-20	23
70	COC(=O)c1cc(COC(=O)c2ccc(OC)c(S(=O)(=O)N3CCCC3)c2)oc1C	-34	51
71	CCCOCC(O)COc1ccccc1C(=O)N1CCOCC1 (stereo unspecified)	-4	23
72	COc1ccc(-c2ccc(SCC(=O)N3CCOCC3)nn2)cc1OC	32	23
73	O=C(Nc1ccc(F)cc1)N1CCN(c2nc3ccccc3s2)CC1	-10	40
74	CC(C)OC(=O)CSc1nnc(-c2cnccn2)n1-c1ccc(Cl)cc1	32	15
75	O=C(c1c[nH]c(C(=O)C(Cl)(Cl)Cl)c1)c1ccccc1Cl	24	23

(continued)
No.	molecule	Htt clearance	Htt clearance grain fraction
76	COc1ccc(-c2cc(C(F)(F)F)nc(SCCC(=O)N3CCOCC3)n2)cc1	3	36
77	Fc1ccc(N2CCN(C(c3cccs3)c3nnnn3C3CCCC3)CC2)cc1 (stereo unspecified)	-46	56
78	Cc1cc(OCC(=O)Nc2ccncc2)ccc1Br	28	26
79	COc1ccc(CC(=O)Nc2nc3n(n2)C(c2ccccc2)CC(=O)N3)cc1OC (stereo unspecified)	6	18
80	O=C(c1ccccc1-c1nc(-c2ccc(F)cc2)no1)N1CCCC1	16	28
81	CS(=O)(=O)N(Cc1ccccc1)c1ccccn1	14	18
82	CC(C)(C)c1nc2c(C#N)c(-c3ccc(Cl)cc3)ccn2n1	-29	25
83	CCCN1C(=O)SC(CC(=O)Nc2ccccc2C)C1=O (stereo unspecified)	7	17
84	Cc1cc(C)c2cc(CN(CCO)Cc3nnnn3Cc3ccccc3)c(=O)[nH]c2c1	50	20
85	COCCN(C(=O)CCC(=O)Nc1ccccn1)C(C(=O)NCCC(C)C)c1ccc(OC)cc1 (stereo unspecified)	-28	43
86	O=C(CSc1nc(-c2ccco2)cc(C(F)(F)F)n1)NCc1cccs1	18	16
87	COc1ccc(C2C(=O)N(C3CCCCCC3)CC(=O)N2Cc2ccccc2)cc1OC (stereo unspecified)	25	16
88	ON=C1CCN(c2ncc(C(F)(F)F)cc2Cl)CC1	26	15
89	CCC(C)c1ccc(OCC(=O)O)cc1 (stereo unspecified)	-1	20
90	COc1ccc(/C=N/NC(=O)c2nonc2C)cc1	30	27

Along the list, from the results shown:
Nos. 77 to 80 in Htt clearance grain fraction, in turn: 56, 26, 18, 28
Nos. 77 to 80 in Htt clearance, in turn: -46, 28, 6, 16

The list goes on:
No.	molecule	Htt clearance	Htt clearance grain fraction
91	CCCOc1ccccc1C1CC(=O)NC(C)=C1C(=O)OCC(C)C (stereo unspecified)	5	20
92	O=C(Nc1ccc(Cl)cn1)c1cnn2cccnc12	-43	29
93	COC(=O)C1=C(C)Nc2ncnn2C1c1ccco1 (stereo unspecified)	-2	16
94	COc1cc(NC(=O)c2cc(-c3cccc(O)c3)on2)cc(OC)c1OC	29	25
95	CCC(C)(C)n1nnnc1C(c1cccs1)N1CCc2ccccc21 (stereo unspecified)	17	30
96	CC(C)[C@H](NC(=O)NCc1ccc(Cl)cc1)C(=O)O	41	11
97	CC(Nc1ccccc1)c1cc(Cl)ccc1O (stereo unspecified)	28	13
98	Cc1cc(N(C)C)c(C#N)c(NCc2ccccc2)n1	60	13
99	COC(=O)c1ccc(COc2cccc(OC)c2)o1	19	14
100	Cc1ccccc1NC1=NC(C)(C)N=C(N)N1	49	10
101	Cn1c(SCC(=O)NC2CCCCC2)nnc1-c1cccc(N)c1	-156	46
102	COc1ccc(-c2noc(CSc3nc(N)c(-c4ccccc4)c(=O)[nH]3)n2)cc1	-49	58
103	CCN1CCc2c(C#N)c(N3CCOCC3)nc(NCc3ccccc3)c2C1	-37	52
104	O=C(CN1CCCCCC1)NCCc1ccc(F)cc1	-9	38
105	COc1cc(S(=O)(=O)n2c(C)nc3ccccc32)ccc1F	-118	42

The list goes on.
No.	molecule	Htt clearance	Htt clearance grain fraction
106	COc1ccc(Cc2c(O)nc(SC)n(C(C)=O)c2=O)cc1	-8	39
107	CCCC(=O)Nc1nc2ccc(NC(=O)c3ccc(Br)o3)cc2s1	-3	19
108	CCN1C(=O)/C(=C\N(C)C)c2ccccc21	69	6
109	O=C(C1=C(O)C(=O)N(CCOCCO)C1c1cccs1)c1cccs1 (stereo unspecified)	-17	41
110	O=C(O)c1ccc(Sc2nnnn2-c2ccccc2)c([N+](=O)[O-])c1	20	24
111	Cc1cc(C(=O)N2CCN(c3ncccn3)CC2)c2cc(F)ccc2n1	60	15
112	O=C(OCC(=O)N1CCc2ccccc21)c1ccc(Cl)nc1	-26	50
113	COc1cc(C2c3c(oc4ccccc4c3=O)C(=O)N2Cc2ccncc2)ccc1O (stereo unspecified)	-54	52
114	COc1ccc(NCc2n[nH]nc2-c2ccccc2)cc1Cl	-12	23
115	CCOc1cc(/C=N/NC(=O)Cc2ccc(C(F)(F)F)cc2[N+](=O)[O-])c(Br)cc1OC	-3	35
116	CC(C)(C)c1cc(C(=O)Nc2cccc3ccccc23)ccn1	-45	30
117	Cn1c(CO)cnc1SCc1ccccc1	72*	11*
118	CCOc1ccc(S(=O)(=O)NCCC(=O)NC2=NCCS2)cc1	-17	45
119	COc1nc(N)nc(CC(=O)C2CC2)n1	-3	36
120	CC(C1CC1)N(C(=O)NC1CCS(=O)(=O)C1)c1ccccc1 (stereo unspecified)	-22	23

Part of the list above, reformatted.
Second line of a record: Htt clearance, Htt clearance grain fraction
72. COc1ccc(-c2ccc(SCC(=O)N3CCOCC3)nn2)cc1OC
    32, 23
73. O=C(Nc1ccc(F)cc1)N1CCN(c2nc3ccccc3s2)CC1
    -10, 40
